Source: PubChem BioAssay
Cav3 T inh: inhibitors of human Cav3.2 T-type calcium channel. Cav3.2-expressing cells, Fluo-4 calcium fluorescence FDSS; stronger effect = lower value. O95180. B-score at 10 µM. actives 4% (n = 100,000);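 active = single-dose well whose peak fluorescence ratio is a statistical outlier from its plate by either plate-standardised score or position-corrected B-score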
Target sequence (O95180 whole entry, looked up): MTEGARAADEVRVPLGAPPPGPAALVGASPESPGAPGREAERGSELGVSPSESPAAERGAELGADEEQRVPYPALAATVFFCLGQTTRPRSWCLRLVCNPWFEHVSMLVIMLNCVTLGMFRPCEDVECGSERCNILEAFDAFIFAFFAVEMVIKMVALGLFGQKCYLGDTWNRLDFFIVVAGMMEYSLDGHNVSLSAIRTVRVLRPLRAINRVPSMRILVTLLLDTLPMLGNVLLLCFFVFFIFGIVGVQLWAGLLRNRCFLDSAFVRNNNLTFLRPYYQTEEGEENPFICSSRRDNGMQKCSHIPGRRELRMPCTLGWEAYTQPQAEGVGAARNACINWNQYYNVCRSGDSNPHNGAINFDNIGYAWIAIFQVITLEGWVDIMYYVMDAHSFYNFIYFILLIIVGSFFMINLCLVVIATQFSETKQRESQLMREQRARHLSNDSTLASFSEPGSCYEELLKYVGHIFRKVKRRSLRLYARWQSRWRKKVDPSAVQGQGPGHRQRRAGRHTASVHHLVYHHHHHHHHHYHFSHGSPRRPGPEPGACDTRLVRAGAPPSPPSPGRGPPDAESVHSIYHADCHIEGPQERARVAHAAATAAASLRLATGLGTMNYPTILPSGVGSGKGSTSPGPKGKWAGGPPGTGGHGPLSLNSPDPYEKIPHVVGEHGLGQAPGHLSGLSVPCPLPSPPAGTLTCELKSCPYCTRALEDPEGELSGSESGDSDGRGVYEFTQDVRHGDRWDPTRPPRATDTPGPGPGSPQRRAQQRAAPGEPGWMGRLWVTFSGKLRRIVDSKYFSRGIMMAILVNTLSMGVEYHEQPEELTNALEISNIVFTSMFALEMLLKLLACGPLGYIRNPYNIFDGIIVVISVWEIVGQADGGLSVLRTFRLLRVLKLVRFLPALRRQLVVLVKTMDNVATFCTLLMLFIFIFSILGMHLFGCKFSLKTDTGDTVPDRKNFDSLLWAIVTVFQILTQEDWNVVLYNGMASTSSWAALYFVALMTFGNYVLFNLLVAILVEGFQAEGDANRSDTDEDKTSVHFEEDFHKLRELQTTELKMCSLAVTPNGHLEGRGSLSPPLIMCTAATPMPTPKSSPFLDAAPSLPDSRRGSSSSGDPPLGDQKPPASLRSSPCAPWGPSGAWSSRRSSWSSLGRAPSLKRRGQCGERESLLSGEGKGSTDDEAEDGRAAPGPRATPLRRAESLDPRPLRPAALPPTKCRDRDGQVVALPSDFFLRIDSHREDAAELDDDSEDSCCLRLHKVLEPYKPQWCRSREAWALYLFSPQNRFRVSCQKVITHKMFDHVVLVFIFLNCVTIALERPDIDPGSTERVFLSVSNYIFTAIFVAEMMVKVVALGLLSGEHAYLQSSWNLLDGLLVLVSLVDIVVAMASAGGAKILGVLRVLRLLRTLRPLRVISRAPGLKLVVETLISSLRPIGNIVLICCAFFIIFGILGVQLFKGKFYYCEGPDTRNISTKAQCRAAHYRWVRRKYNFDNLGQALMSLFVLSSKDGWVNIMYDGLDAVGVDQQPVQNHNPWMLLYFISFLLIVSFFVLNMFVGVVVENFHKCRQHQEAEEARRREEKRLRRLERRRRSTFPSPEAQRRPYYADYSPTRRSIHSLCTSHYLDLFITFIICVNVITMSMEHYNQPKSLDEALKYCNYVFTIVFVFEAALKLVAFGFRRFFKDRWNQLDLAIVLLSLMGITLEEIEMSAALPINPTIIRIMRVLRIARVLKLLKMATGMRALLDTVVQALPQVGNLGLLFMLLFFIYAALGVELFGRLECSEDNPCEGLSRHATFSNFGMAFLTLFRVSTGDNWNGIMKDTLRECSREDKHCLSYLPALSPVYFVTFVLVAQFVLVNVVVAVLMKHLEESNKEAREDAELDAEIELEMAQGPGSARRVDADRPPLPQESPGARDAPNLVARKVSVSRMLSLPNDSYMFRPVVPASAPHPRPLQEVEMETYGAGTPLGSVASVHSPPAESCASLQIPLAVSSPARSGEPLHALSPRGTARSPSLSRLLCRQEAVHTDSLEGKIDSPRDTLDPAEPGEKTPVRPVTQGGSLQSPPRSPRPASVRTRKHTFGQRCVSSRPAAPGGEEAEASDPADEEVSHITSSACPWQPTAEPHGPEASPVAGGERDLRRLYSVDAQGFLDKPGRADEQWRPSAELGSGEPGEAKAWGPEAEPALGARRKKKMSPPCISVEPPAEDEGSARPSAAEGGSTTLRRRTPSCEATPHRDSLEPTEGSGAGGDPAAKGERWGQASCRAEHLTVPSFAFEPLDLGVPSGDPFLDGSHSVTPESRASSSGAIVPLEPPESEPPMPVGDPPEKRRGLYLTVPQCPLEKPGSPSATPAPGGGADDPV
An asterisk follows results filed as active.

Cav3 T inh,structure
-0.24,Cc1c(C2(O)C(=O)Nc3ccc(F)cc32)c(=O)n(-c2ccccc2)n1C (stereo not given)
0.37,COc1ccc(/C=N/NC(=O)C(C)n2nnc3ccccc32)cc1OC (stereo not given)
0.17,CCNC(=S)NNC(=O)c1ccc(OC(F)F)cc1
-0.28,CC(C)(C)n1nc(-c2ccc(Cl)cc2)c2c(N)ncnc21
-1.8,O=C(CN1CCCCC1)Nc1ccccc1
0.34,Cc1nnc(SCc2ccccc2)n1CC1CCCO1 (stereo not given)
-0.34,CCCCCOC(=O)Cn1c(N2CCCCCC2)nc2c1c(=O)[nH]c(=O)n2C
-2.6,Cc1cccc(Nc2ncccc2C(=O)NCc2cccs2)c1C
1.1,O=C(N1CCOCC1)N1CCCC(c2nc(-c3cccs3)no2)C1 (stereo not given)
0.43,OCCn1c(CSc2nc3ccccc3n2CCO)nc2ccccc21
-0.0042,CCC(C)NC(=O)c1ccccc1NC(=O)Nc1ccccc1 (stereo not given)
2.1,CCOc1ccccc1NC(=S)Nc1ccccc1F
-1.5,Cc1ccccc1OCC(=O)Nc1ccccc1N1CCCCC1
0.15,Oc1c(CN2CCCCC2)cc(COCc2ccccc2)c2cccnc12
0.15,O=C(NCCCN1CCOCC1)c1ccccc1
-1.2,O=C(NCc1ccccc1)Oc1cccc(Cl)c1
0.012,Cc1coc(NC(=O)CSc2nc(-c3ccc(Cl)cc3)cc(C(F)(F)F)c2C#N)n1
-0.1,CCN=C(Nc1ccc(Cl)cc1)c1cccnc1
-1.3,O=C1COc2ccc(C(=O)COC(=O)Cn3cnc4ccccc43)cc2N1
-0.46,N#CCSc1nnc(CNc2ccc(F)cc2)o1

A portion from the list above, for reference:
Cav3 T inh,structure
-0.24,Cc1c(C2(O)C(=O)Nc3ccc(F)cc32)c(=O)n(-c2ccccc2)n1C (stereo not given)
0.37,COc1ccc(/C=N/NC(=O)C(C)n2nnc3ccccc32)cc1OC (stereo not given)
0.17,CCNC(=S)NNC(=O)c1ccc(OC(F)F)cc1
-0.28,CC(C)(C)n1nc(-c2ccc(Cl)cc2)c2c(N)ncnc21
-1.8,O=C(CN1CCCCC1)Nc1ccccc1
0.34,Cc1nnc(SCc2ccccc2)n1CC1CCCO1 (stereo not given)
-0.34,CCCCCOC(=O)Cn1c(N2CCCCCC2)nc2c1c(=O)[nH]c(=O)n2C
-2.6,Cc1cccc(Nc2ncccc2C(=O)NCc2cccs2)c1C
1.1,O=C(N1CCOCC1)N1CCCC(c2nc(-c3cccs3)no2)C1 (stereo not given)
0.43,OCCn1c(CSc2nc3ccccc3n2CCO)nc2ccccc21
-0.0042,CCC(C)NC(=O)c1ccccc1NC(=O)Nc1ccccc1 (stereo not given)
2.1,CCOc1ccccc1NC(=S)Nc1ccccc1F
-1.5,Cc1ccccc1OCC(=O)Nc1ccccc1N1CCCCC1
0.15,Oc1c(CN2CCCCC2)cc(COCc2ccccc2)c2cccnc12
0.15,O=C(NCCCN1CCOCC1)c1ccccc1
-1.2,O=C(NCc1ccccc1)Oc1cccc(Cl)c1
0.012,Cc1coc(NC(=O)CSc2nc(-c3ccc(Cl)cc3)cc(C(F)(F)F)c2C#N)n1
-0.1,CCN=C(Nc1ccc(Cl)cc1)c1cccnc1

Carrying on:
Cav3 T inh,structure
0.29,O=S(=O)(c1ccc(Cl)c(F)c1)N1CCC(c2nc(-c3ccncc3)no2)CC1
0.031,CC(=O)c1c(CC(=O)O)[nH]n(-c2nc3ccccc3s2)c1=O
0.022,CCOc1cc(S(=O)(=O)NCCc2ccc(OC)c(OC)c2)c(OCC)cc1-n1cnnn1
0.84,Cc1nc(NCc2ccccn2)c2ccccc2n1
-0.35,COc1ccc(CN2C(=O)CCC2(C)C(=O)NCc2cccnc2)c(OC)c1 (stereo not given)
0.1,NC(=O)CNC(=O)[C@@H]1CC2(CC(c3cccc([N+](=O)[O-])c3)=NO2)CN1C(=O)c1ccccc1 (stereo not given in full)
-0.32,Cc1cc2ncn(C(=O)N3CCCCC3)c2cc1C
0.18,NC(=O)c1ccccc1NC(=O)/C=C/c1ccc(Cl)cc1
1.9,COc1cc2c(cc1OC)C(c1ccccc1)N(C(=O)CCl)CC2 (stereo not given)
-0.018,CCOC(=O)c1sc(=S)n(-c2ccc(Cl)cc2)c1SC
-6*,O=C1C2C(C(=O)N1/N=C/c1cc(Br)cc([N+](=O)[O-])c1O)C1C=CC2C12CC2 (stereo not given)
-0.24,CC1CCN(C(=O)CN(c2ccc3c(c2)OCO3)S(C)(=O)=O)CC1
-6.8*,Clc1ccc(C(c2nnnn2CCc2ccccc2)N2CCSCC2)cc1 (stereo not given)
0.84,CC(=O)Nc1ccc(S(=O)(=O)NCCc2cc3c(C)ccc(C)c3[nH]c2=O)cc1
1.7,CCOC(=O)N1CCN(C2=CC(=O)OC23CCCCC3)CC1
-5.5*,CCCCn1c(=O)n(CC(=O)Nc2ccc(OC)c(Cl)c2)c(=O)c2c1nc(CO)n2CCC
-0.091,COc1ccc(C2NC(=O)NC3=C2CCc2ccccc23)cc1 (stereo not given)
0.59,CCOC(=O)c1nn(-c2ccccc2)c(-c2ccccc2)c1C(=O)c1ccccc1
0.064,COc1cc(CCc2ccc3c(c2)OCO3)oc(=O)c1
-0.48,O=C(CCCC(=O)N1CCN(c2ccccc2F)CC1)N1CCN(c2ccccc2F)CC1
-0.057,CCc1c(C(=O)Nc2ccc(OC)c(Cl)c2)[nH]c(C)c1C(C)=O
0.061,Cc1cccc(C)c1NS(=O)(=O)c1c(C)[nH]c(=O)[nH]c1=O
0.23,COCCCNC(=O)CS(=O)Cc1nc(-c2cccc(OC)c2)oc1C (stereo not given)
0.24,O=C(NCCCN1CCOCC1)c1cccs1
0.073,CC(C)CNC(=S)NNC(=O)c1ccc(OC(F)F)cc1
-0.37,CCCn1nnc(NC(=O)c2cccnc2Cl)n1
-3.1,C=CCCN(C1CCCC1)S(=O)(=O)c1ccccc1Br
0.58,COC(=O)COc1ccc(S(=O)(=O)Nc2ccc(NC(C)=O)cc2)cc1
0.63,COc1ccc2c(c1)C(=O)N(c1ccccc1OC)C(=O)C2
-0.29,Cc1cc(C)n(C(=O)COc2ccccc2C)n1
0.14,CC(=O)Nc1ccc(S(=O)(=O)Nc2c(C)n(C)n(-c3ccccc3)c2=O)cc1
0.86,COc1cccc(C(=O)Cn2c(N3CCCCC3)nc3c2c(=O)n(C)c(=O)n3C)c1
0.39,Cn1c(NC(=O)c2ccccc2Br)cc(=O)n(C)c1=O
0.093,COc1ccc(C2NC(C(=O)O)Cc3c2[nH]c2ccccc32)cc1OC (stereo not given)
0.44,COc1ccc(-n2c(SCC(=O)Nc3nccs3)nc3c(c2=O)SCC3)cc1
-0.06,O=C(c1cccc(Cl)c1)N1CCC(=O)N(C(CO)Cc2ccccc2)CC1 (stereo not given)
0.87,Clc1ccc(-c2nnc3n2CCCC3)cc1Cl
0.096,COc1ccc(N2C(=O)CCC(C(=O)N(C)C3CCCCC3)C2c2ccc(OC)c(OC)c2)cc1 (stereo not given)
-0.089,O=S(=O)(c1cccc(C(F)(F)F)c1)N1CCC(c2cc(-c3cccc4ccccc34)n[nH]2)CC1
-2.1,CC(C)OC(=O)CSc1nnc(-c2cnccn2)n1-c1ccccc1
0.26,CN(C)CCCOC(=O)Cc1ccc(Cl)cc1
0.37,CC(C)(C)NC(=O)C(c1ccccc1F)N(Cc1ccco1)C(=O)c1csnn1 (stereo not given)
0.87,Cc1ccc2oc(=O)c3cnn(CC(=O)Nc4ccccc4N4CCN(C)CC4)c3c2c1
1.4,Cc1nc2c(c(-c3ccccc3)c1C#N)C(=O)c1ccccc1-2
0.55,Cc1ccc(NC(=O)CN(C)S(=O)(=O)c2cccs2)cc1F
-3.9,CCOC(=O)C1=C(C)NC(SCC(=O)OC)=C(C#N)C1c1ccc(C(=O)OC)cc1 (stereo not given)
0.1,CCCOc1ccccc1C(=O)N(Cc1ccco1)C1CCS(=O)(=O)C1 (stereo not given)
0.19,COc1cc2cc(C(c3nnnn3C(C)(C)C)N3CCC(C)CC3)c(=O)[nH]c2cc1OC (stereo not given)
-1,Cc1ccc(SC[C@H](c2ccccc2)N2CCN(CCc3ccccc3)CCC2=O)cc1
0.0073,Cc1ccc(-n2nnnc2SC(C)C(N)=O)c(C)c1 (stereo not given)
-0.2,COc1cc(C2=NOC(C(=O)Nc3ccc(C(C)=O)cc3)C2)cc(OC)c1OC (stereo not given)
0.77,Nc1nc(N)c2sc3nc4c(cc3c2n1)CCC4
0.4,O=C(Nc1cc(C(F)(F)F)ccc1N1CCOCC1)c1ccco1
0.24,O=C(NCCc1ccccc1)C1CC(=O)N(C2CCCCCC2)C1 (stereo not given)
0.053,Cc1nc2nc(-c3cccnc3)nn2c(C)c1Cl
-0.3,Cc1ccc(C)c2[nH]c(=O)c(CN(Cc3ccc4c(c3)OCO4)Cc3nnnn3Cc3ccco3)cc12
-0.15,CCc1nc(N)c(C#N)c(-c2ccc(OC)c(OC)c2)c1C
-0.089,O=C(CN1C(=O)CNC1=O)Nc1cccc(C(F)(F)F)c1
-6.1*,Cc1cc(C)c(-n2c(C)cc(/C=C3/NC(=O)NC3=O)c2C)c(C)c1
0.17,COc1ccc(C(=O)Nc2ccc(S(=O)(=O)Nc3cc(C)nc(C)n3)cc2)c(OC)c1

Later entries:
Cav3 T inh,structure
-0.03,CCN(CC(=O)NC1CCCC1)S(=O)(=O)c1ccc(C)cc1
-1.5,CC(C)Oc1cc2oc(=O)c3c(c2cc1Cl)CCC3
-0.022,COC(=O)C1=C(NC(=O)c2ccc(C)cc2)CCS1
-0.89,O=C(CCN1CCc2ccccc2CC1)c1ccc2c(c1)OCCO2
-0.34,NNc1nc(Nc2ccccc2)nc(N2CCCCC2)n1
-1.4,O=C(Nc1cccc(F)c1)c1c(F)c(F)c(F)c(F)c1F
0.26,Cc1ccc(N2C(=O)C(Cc3ccccc3)NC2=S)cc1 (stereo not given)
-1.2,O=C(/C(=C/O)N=Nc1ccc(Cl)cc1)c1ccncc1
-4.3*,c1cc(CN2CCCCC2)cc(OCCCNc2nc3ccccc3s2)c1
-0.16,CC(=O)O[C@H]1CC[C@@]2(C)C(=CC[C@H]3[C@@H]4CC[C@H](C(C)=O)[C@@]4(C)CC[C@@H]32)C1
-0.25,CC1(C)CC(NC(=O)c2cccc3ccccc23)CC(C)(C)N1
1.4,Cc1ccc(C(=O)NC2CCS(=O)(=O)C2)cc1S(=O)(=O)N1CCCCC1 (stereo not given)
-1.6,CC(C)Cc1ccc(S(=O)(=O)N2CCN(C(=O)c3ccco3)CC2)cc1
0.56,O=C(CSc1nc2ccccc2[nH]1)NCc1ccco1
0.99,CCC(=NC1CC(C)(C)NC(C)(C)C1)C1=C(O)CC(C)(C)CC1=O
0.41,Cc1nc(NC(=O)/C=C/c2ccccc2)sc1C(=O)Nc1ccc(Cl)cc1
0.015,Cc1cc(Cl)ccc1OCCCC(=O)NCC1CCCO1 (stereo not given)
0.56,N#Cc1cc2c(nc1SCC(=O)O)CCCC2
-0.93,COc1cccc(-n2nnnc2SCC(=O)Nc2nc3c(s2)CCCC3)c1
1.1,NC(=O)c1ccccc1N/C=C/C(=O)c1ccc(F)cc1
-0.03,CCOC(=O)c1cnc(SCC(=O)Nc2ccc(N3CCOCC3)c(Cl)c2)nc1N
-4.4*,Cc1nn2c(c1-c1ccccc1)N=C(c1ccco1)CC2c1ccccc1 (stereo not given)
-1.4,COc1ccc(C)cc1-n1c(-c2ccncc2)n[nH]c1=S
-0.41,CC(C)(C)n1nnnc1C(c1ccncc1)N1CCCCCC1 (stereo not given)
-2.1,CCOc1ccc(S(=O)(=O)Nc2ccccc2SC)cc1
0.67,Cc1nnc(-c2cnn(-c3ccccc3)c2N)n1Cc1ccc(F)cc1
-0.23,Cn1nnnc1SCc1nc2ccccc2s1
-3,Cc1ccc(NC(=O)C2C(c3ccccc3)C=CC(c3ccccc3)C2C(=O)O)cc1 (stereo not given)
-5.9*,O=C(CCSc1ccc(Cl)c(Cl)c1)NC12CC3CC(CC(C3)C1)C2
-1.5,CS(=O)(=O)N(CC(=O)Nc1ccccc1C(=O)NCCc1ccccc1)c1ccc2c(c1)OCCO2
-0.025,Cc1cc(C)cc(NC(=O)c2ccc(CSc3nnnn3C)cc2)c1
0.46,CCOC(=O)c1nnn(CC(=O)N2N=C(c3ccccc3)CC2c2ccccc2)c1C(=O)OCC (stereo not given)
-0.5,Cc1nnc(SCC(=O)N(C)Cc2ccccc2)[nH]c1=O
0.74,O=C(O)CCc1ccc(S(=O)(=O)NCCc2ccccc2)cc1
0.36,COc1cc(OC)cc(C(=O)NCC2CCCO2)c1 (stereo not given)
0.96,CN(C)c1nc2c(c(N)nn2-c2ccc(Cl)cc2)c(=O)o1
-0.059,CC(C)Cn1nc(NS(=O)(=O)c2ccccc2)c2cc3ccccc3nc21
-0.96,COc1cc2ccccc2cc1C(=O)Nc1cccnc1
-0.0018,CCC(=O)N1CCN(c2ccc(NC(=O)c3ccc4c(c3)OCO4)cc2)CC1
0.77,CCCNS(=O)(=O)c1ccc(OCC(=O)NCCCOC)cc1
-0.83,O=C(Nc1cccc2c1[nH]c1ccccc12)C(F)(F)F
-1.2,COc1ccc(NCc2nnc(SCC(=O)NCc3ccccc3)n2-c2ccccc2OC)cc1
-0.29,COC(=O)c1ccc(NC(=O)CSCc2ccc(C)cc2)cc1
0.037,CC(C)c1onc(C(=O)N2CCN(Cc3ccccc3)CC2)c1[N+](=O)[O-]
0.067,O=C(C1CCCN(S(=O)(=O)c2cccnc2)C1)N1CCN(c2ccccn2)CC1 (stereo not given)
0.34,COc1ccc(Cn2nnnc2C(c2cccnc2)N2CCN(c3ccc(O)cc3)CC2)cc1 (stereo not given)
0.57,NC(=O)C1CCN(C(=O)c2ccco2)CC1
-1,CSCCC(NC(=O)c1ccc(C)o1)C(=O)O (stereo not given)
-1.7,O=S(=O)(c1ccc2c(c1)nc(COc1ccc(Cl)cc1)n2CC1CCCO1)N1CCOCC1 (stereo not given)
0.26,CC(=O)Nc1ccc(NC(=O)C(C)O/N=C/c2cccc([N+](=O)[O-])c2)cc1 (stereo not given)
0.86,CN(CCNC(=O)c1cn(C)c2ccc(S(=O)(=O)N(C)C)cc2c1=O)CCc1ccccc1

A different layout for some results above.
Compound | Cav3 T inh
CC(C)c1onc(C(=O)N2CCN(Cc3ccccc3)CC2)c1[N+](=O)[O-] | 0.037
O=S(=O)(c1ccc2c(c1)nc(COc1ccc(Cl)cc1)n2CC1CCCO1)N1CCOCC1 (stereo not given) | -1.7

Some of the compounds tested; the hit share may differ from the screen's.
